# BoNT-A LC inh2: BoNT/A light chain protease inhibitors, primary screen, biochemical, flow cytometry, MLPCN library; Botulinum neurotoxin type A light chain protease (Clostridium botulinum A str. ATCC 3502); multiplex microsphere protease substrate cleavage; inhibition, % at 10 µM; 360,000 tested, 0.17% active; AID 588499, 2011; note: plate controls were buffer without enzyme for full effect and enzyme alone for no effect
# TcdB inh: TcdB glycohydrolase inhibitors, primary screen, biochemical, single point, plate reader; Toxin B (Clostridioides difficile), P18177; TcdB glycohydrolase enzymatic assay; inhibition, % at 9.99 µM; 350,000 tested, 0.24% active; AID 652162, 2013; in the data active = inhibition above about 10%
# VHR inh abs: VHR1 phosphatase inhibitors, primary screen, biochemical, absorbance, uHTS | Dual specificity protein phosphatase 3 (Homo sapiens), P51452 | recombinant VHR phosphatase, pNPP absorbance | inhibition, % at 13.3 µM | 290,000 tested, 0.52% active; in the data active = inhibition above about 50%; note: some compounds called inactive have numbers as strong as hits
# SARS 3CLpro inh: SARS-CoV 3CLpro protease inhibitors, primary screen, biochemical, quenched FRET; Replicase polyprotein 1ab (Severe acute respiratory syndrome coronavirus), P0C6X7; recombinant SARS-CoV 3CLpro, quenched FRET peptide cleavage; inhibition, % at 6 µM; 290,000 tested, 0.14% active; AID 1706, 2009; in the data active = inhibition above about 12%
# Vc quorum ag: inducers of Vibrio cholerae quorum light production without autoinducers, primary screen, BH1578 luxS cqsA deficient, single point; V. cholerae BH1578 lux reporter, luminescence, 6 h; AID 588436, 2011; activation, % at 18.7 µM; 350,000 tested, 0.16% active; in the data active = activation mostly above about 9.7%, no sharp cut-off; inconclusive = no clear call, values can overlap the other calls; inactive = mostly below about 3.7%; note: not every result past the cut was called active; inactives centre near 0; reference of the scale not given here
# PfHsp40 rescue: rescue of yeast from PfHsp40 toxicity, primary screen, S. cerevisiae, ATP luminescence | 340,000 tested, 0.68% active | S. cerevisiae expressing PfHsp40, growth rescue | growth rescue, % at 12.5 µM | AID 504582, 2011; in the data active = growth rescue above about 28%, passing the limit was not always enough; inconclusive = no clear call, values can overlap the other calls;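 note: yeast W303a lacking pdr1 and pdr3 grown in galactose medium; growth measured after three days at 30 °C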
# PriA SSB inh: inhibitors of Klebsiella pneumoniae PriA binding to SSB C-terminal tail, primary screen, biochemical, AlphaScreen | 430,000 tested, 0.6% active | inhibition, % at 33 µM | AID 1272365, 2023 | AlphaScreen SSBct-PriA binding, biotinylated peptide | PriA–SSB C-terminal tail interaction (Klebsiella pneumoniae); in the data active = inhibition mostly above about 37%, no sharp cut-off; inactive = mostly below about 20%;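 note: plate controls were negative control peptide for no effect and reference peptide for full effect; strong numbers were not always called active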
# Y pestis TopoI: Yersinia pestis topoisomerase I inhibitors, primary screen, biochemical, cleavage product accumulation, plate reader, single point. DNA topoisomerase I (Yersinia pestis CO92). Y. pestis Topo-I cleavage product accumulation. activity, % at 10 µM. 360,000 tested, 0.064% active; in the data active = activity above about 50%, passing the limit was not always enough; inconclusive = no clear call, values can overlap the other calls; note: inactives centre near 2
# CCHF vOTU inh: CCHFV vOTU protease inhibitors, primary screen, biochemical, Pep-AMC substrate, fluorescence | Crimean-Congo hemorrhagic fever virus L polyprotein viral ovarian tumor (vOTU) protease … | inhibition, % at 11.5 µM | 370,000 tested, 0.55% active | AID 651958, 2012; in the data active = inhibition above about 30%; note: 0% = vehicle wells with enzyme and 100% = no enzyme wells
# Anthrax LF prot: Bacillus anthracis LF protease inhibitors, primary screen, biochemical, multiplex microsphere, MLPCN library; Lethal factor (Bacillus anthracis), P15917; multiplex microsphere protease cleavage assay; inhibition, % at 10 µM; 360,000 tested, 0.12% active; AID 588501, 2011; note: plate controls were buffer without enzyme for full effect and enzyme alone for no effect
# * = called active by the depositor; i = inactive; ? = inconclusive; . = no result given; & = joins results of further samples. Cut-off read from the data, not from the text of the source, unless noted: active = inhibition above about 30%; inconclusive = no clear call, values can overlap the other calls; inactive = below that. Some of the compounds tested. The share of hits here may be higher or lower than overall.
# Start of the data: the first 3 compounds, to show the layout:
No. | molecule | BoNT-A LC inh2 | TcdB inh | VHR inh abs | SARS 3CLpro inh | Vc quorum ag
1 | O=c1[nH]c(CSc2ncnc3sccc23)nc2ccccc12 | 0.3 | 1.1 | 7 | 2 | -0.4
2 | COc1ccc(-c2cc(C(=O)NC3CCCC3)no2)cc1OC | 0.3 | . | 29 | -9 | -1.3
3 | O=C(O)c1c(-c2ccccc2)c2oc3ccccc3c2[nH]c1=O | 3.4 | 6.6 | 19 | 1 | i

No. | PfHsp40 rescue | PriA SSB inh | Y pestis TopoI | CCHF vOTU inh | Anthrax LF prot
1 | 3.5 | -6 | 2 | -6 | 1
2 | -0.2 | -5 | 4 | 18 | 2
3 | 0.1 | -3 | 5 | -12 | 10

# The whole of this part, previewed entries included:
No. | molecule | BoNT-A LC inh2 | TcdB inh | VHR inh abs | SARS 3CLpro inh | Vc quorum ag
1 | O=c1[nH]c(CSc2ncnc3sccc23)nc2ccccc12 | 0.3 | 1.1 | 7 | 2 | -0.4
2 | COc1ccc(-c2cc(C(=O)NC3CCCC3)no2)cc1OC | 0.3 | . | 29 | -9 | -1.3
3 | O=C(O)c1c(-c2ccccc2)c2oc3ccccc3c2[nH]c1=O | 3.4 | 6.6 | 19 | 1 | i
4 | CCCCCOc1ccc(NC(=O)C(=O)NCCCn2ccnc2)cc1 | 0.6 | . | 29 | -1 | i
5 | CC(NC(=O)Cn1cc2c(n1)CCCCC2)c1ccccc1 (configuration not stated) | -0.4 | 0.4 | 2 | 0 | 0.3
6 | Cc1ccc(/C=C/C(=O)Nc2cc(C)on2)cc1 | -0.1 | . | 5 | 4 | -0.2
7 | CCOc1ccccc1C(=O)NCCCCCC(=O)O | 0.5 | . | 10 | -1 | -0.6
8 | O=C(N/N=C/c1cc(Br)ccc1O)C(c1ccncc1)N1CCOCC1 (configuration not stated) | -1.9 | . | -2 | 1 | -1.5
9 | O=C(NNC(=S)Nc1ccc(OC(F)F)cc1)c1cc2c(s1)CCCC2 | -0.6 | . | 21 | 8 | -0.2
10 | CCCC1=C(C(=O)OCC)C(c2ccncc2)n2ncnc2N1 (configuration not stated) | 0.6 | 0.9 | 12 | 4 | -0.3
11 | O=C(Nc1cccc(Cl)c1)Nc1ccccc1-n1ccnc1 | -0.2 | 0.3 | 18 | 0 | i
12 | C(#Cc1ccccc1)C[N+]1(CC#Cc2cccc3ccccc23)CCCC1 | 5.3 | 1.3 | -2 | 0 | -0.2

No. | PfHsp40 rescue | PriA SSB inh | Y pestis TopoI | CCHF vOTU inh | Anthrax LF prot
1 | 3.5 | -6 | 2 | -6 | 1
2 | -0.2 | -5 | 4 | 18 | 2
3 | 0.1 | -3 | 5 | -12 | 10
4 | -0.8 | -8 | 4 | -8 | 0
5 | -0.2 | -8 | 7 | -1 | -3
6 | 1.7 | -8 | -3 | 8 | -6
7 | -0.3 | -3 | 3 | 16 | -1
8 | 1.4 | . | 4 | -21 | -12
9 | 11 | 1 | -4 | 3 | -2
10 | 0.3 | -5 | 7 | 5 | -1
11 | 2.0 | 15 | -6 | -10 | 2
12 | 1.5 | 8 | 12 | 22 | 1

# Part of the list above, showing only VHR inh abs and CCHF vOTU inh:
item | compound | VHR inh abs | CCHF vOTU inh
4 | CCCCCOc1ccc(NC(=O)C(=O)NCCCn2ccnc2)cc1 | 29 | -8
12 | C(#Cc1ccccc1)C[N+]1(CC#Cc2cccc3ccccc23)CCCC1 | -2 | 22
6 | Cc1ccc(/C=C/C(=O)Nc2cc(C)on2)cc1 | 5 | 8
3 | O=C(O)c1c(-c2ccccc2)c2oc3ccccc3c2[nH]c1=O | 19 | -12
7 | CCOc1ccccc1C(=O)NCCCCCC(=O)O | 10 | 16
5 | CC(NC(=O)Cn1cc2c(n1)CCCCC2)c1ccccc1 (configuration not stated) | 2 | -1
9 | O=C(NNC(=S)Nc1ccc(OC(F)F)cc1)c1cc2c(s1)CCCC2 | 21 | 3

# (further entries)
No. | molecule | BoNT-A LC inh2 | TcdB inh | VHR inh abs | SARS 3CLpro inh | Vc quorum ag
13 | CCC1(c2ccccc2)NC(=O)N(CC(=O)Nc2cc(S(=O)(=O)N3CCCCC3)ccc2N(C)C)C1=O (configuration not stated) | -2.2 | 0.8 | . | . | -2.0
14 | CCOC(=O)c1sc2nc(-c3ccccc3)ccc2c1N | 1.3 | . | 1 | 2 | -0.4
15 | O=S(=O)(c1ccc(Sc2nnc3ccccn23)nc1)N1CCOCC1 | -1.5 | . | 24 | 1 | -0.4
16 | CC(=O)C[C@@H](O)CC(=O)[C@@H]1OC(=O)[C@H](C)CCCCc2ccccc21 | 0.3 | -0.1 | . | . | i
17 | O=C(NCc1ccco1)c1ccc(F)c(S(=O)(=O)N2CCCCC2)c1 | -0.3 | 0.1 | -6 | -4 | i
18 | Cc1cc(=O)[nH]c(SCC(=O)Nc2ccccc2[N+](=O)[O-])n1 | -1.1 | 0.2 | 13 | -3 | i
19 | O=C(O)c1cc(N2N=C(C(F)(F)F)/C(=C/C=C/c3ccco3)C2=O)ccc1Cl | 1.7 | -2.0 | 48 | 6 | -0.7
20 | CCOc1ccc(C(=O)NCC(C)CN(C)C)cc1OCC (configuration not stated) | -1.0 | . | -16 | 1 | -0.4
21 | Cc1cc(C)cc(CC2CC(=O)N(c3cc(C)ccc3C)C2=O)c1 (configuration not stated) | -4.7 | 2.6 | 22 | -1 | i
22 | CCOC(=O)[C@@H]1[C@H]2COc3ccccc3[C@H]2N2C(=O)N(c3ccc(C(F)(F)F)cc3)C(=O)[C@]12C | 0.0 | 1.3 | 20 | 4 | 1.4
23 | COC(=O)CN1C(C)=Nc2ccc(C)cc2C1c1ccccc1 (configuration not stated) | -0.8 | 1.2 | 18 | 2 | i
24 | O=C(N/N=C/c1cccnc1)c1cccc(N2CCCC2=O)c1 | ? | 0.3 | -3 | 5 | i

No. | PfHsp40 rescue | PriA SSB inh | Y pestis TopoI | CCHF vOTU inh | Anthrax LF prot
13 | 1.8 | -1 | 24 | 2 | -3
14 | 0.4 | -6 | -5 | -23 | 0
15 | -0.8 | -25 | -1 | -14 | -7
16 | 0.2 | -14 | 6 | -2 | -2
17 | -1.2 | -10 | 2 | -6 | -2
18 | 1.5 | -9&-1 | 3 | 11 | -2
19 | 112* | -2 | -42 | 63* | 2
20 | -1.1 | -10 | -3 | 5 | -5
21 | -1.6 | -28 | 15 | 7 | -3
22 | 92* | -8 | 11 | 17 | -1
23 | -0.6 | 6 | 5 | 4 | -3
24 | 0.0 | i | 1 | 13 | -10

# Record cards, as listed above. Values in the order: BoNT-A LC inh2, TcdB inh, VHR inh abs, SARS 3CLpro inh, Vc quorum ag, PfHsp40 rescue, PriA SSB inh, Y pestis TopoI, CCHF vOTU inh, Anthrax LF prot
# O=S(=O)(c1ccc(Sc2nnc3ccccn23)nc1)N1CCOCC1 in the list: -1.5, ., 24, 1, -0.4, -0.8, -25, -1, -14, -7
# CCOc1ccc(C(=O)NCC(C)CN(C)C)cc1OCC (configuration not stated) in the list: -1.0, ., -16, 1, -0.4, -1.1, -10, -3, 5, -5
